# Diaph act CS = counter-screen for diaphorase-based assays: diaphorase activators and chemical reducers | Diaphorase/resazurin coupled assay, resorufin fluorescence, 16 min; hits give high values; 1 = vehicle wells, 0 = NADH-free wells | actives 0.005% (n = 190,000) | activation factor at 20 µM | AID 1229;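 active means diaphorase activity raised at least twofold by the compound at 20 µM; inactive means activation factor below 2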
#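 Material: purified diaphorase enzyme from Clostridium kluyveri; Also added: 0.114 mM NADH and 0.1 mM resazurin, final amounts; Doses: single compound dose of 20 µM, 1% DMSO final; Times: 16 min enzyme reaction, ambient temperature; Detection: resorufin fluorescence, excitation 544 nm, emission 590 nm; Measure: increased resorufin signal from activators or reducing compounds.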
# L major viab = inhibitors of Leishmania major promastigote growth; actives 9% (n = 200,000); Leishmania major promastigotes, resazurin fluorescence viability; AID 1063; inhibition, % at 10 µM;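 further: promastigotes grown with compound for 44 hours at 28 °C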
# Diaphorase inh = counter-screen for diaphorase-based assays: diaphorase inhibitors and chemical oxidizers; diaphorase resazurin-to-resorufin fluorescence, NADH, 16 min; bacterial (C. kluyveri) enzyme, not human; inhibition, % at 20 µM; actives 0.69% (n = 190,000);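 active means primary screen inhibition at 20 µM above a set limit, cut at about 50% in these data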;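 further: plate controls were DMSO with full reaction for no effect and wells lacking NADH for full effect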
#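 Benchmarks: positive control wells lacking NADH, neutral wells with DMSO only. System: bacterial diaphorase enzyme (C. kluyveri). Input: 0.14 U/mL diaphorase, enzyme working solution. Detection: resorufin fluorescence, excitation 544 nm, emission 590 nm. Times: 16-min room-temperature incubation before reading.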
# PMI act satM6P = increases human PMI activity with near-saturating mannose 6-phosphate; P34949; coupled PMI enzyme assay, resazurin fluorescence, 20 min; hits give high values; 1 = untreated enzyme, 0 = substrate-free blank; activation factor at 20 µM; actives 0.34% (n = 190,000);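 active means activation factor of 2 or more at 20 µM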
# Target sequence (P34949 whole entry, looked up): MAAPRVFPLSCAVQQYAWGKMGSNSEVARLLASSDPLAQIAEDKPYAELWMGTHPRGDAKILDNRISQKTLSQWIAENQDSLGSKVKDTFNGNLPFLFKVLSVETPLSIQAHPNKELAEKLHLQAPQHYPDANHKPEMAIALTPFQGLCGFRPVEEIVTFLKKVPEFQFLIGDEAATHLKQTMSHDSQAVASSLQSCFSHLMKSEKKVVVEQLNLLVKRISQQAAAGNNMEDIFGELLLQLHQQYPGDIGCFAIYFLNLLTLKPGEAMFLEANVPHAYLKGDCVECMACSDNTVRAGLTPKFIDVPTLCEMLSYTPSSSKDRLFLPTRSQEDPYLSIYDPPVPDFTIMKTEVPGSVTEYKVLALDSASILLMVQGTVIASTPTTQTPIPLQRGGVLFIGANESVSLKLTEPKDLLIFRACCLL
#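 assay system = human phosphomannose isomerase with PGI, G6PDH, diaphorase coupling enzymes | quantity = 15 ng/mL PMI | incubation = enzyme reaction with compound 20 min at room temperature | medium = HEPES pH 7.4 buffer with MgCl2 and Tween-20 | compound dosing = one concentration, 20 µM, in 1% DMSO | measured by = Diaphorase-driven resazurin-to-resorufin fluorescence, excitation 544, emission 590 nm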
# Redox H2O2 prof = compounds producing H2O2 with reducing agent – biochemical, NIH compound library profiling, artefact control for MLSCN library redox annotation, primary screen; activation, % at 10 µM; actives 0.03% (n = 200,000); AID 878; DTT-dependent redox cycling H2O2, phenol red/HRP absorbance; 100% = 100 µM peroxide control, 0% = buffer;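 active means activation of at least 50% relative to the plate's high and low controls in the primary single-dose screen; inactive means activation below 50%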;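 further: compound incubated with DTT at 0.8 mM final as the reducing agent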
# Hsp70 act = switches on Hsp70 transcription. HeLa Hsp70 promoter luciferase reporter, luminescence; scaled: vehicle 0, proteasome-inhibitor control 100%. activation, % at 10 µM. actives 0.04% (n = 200,000). AID 1203;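 active means activation above the mean across all tested compounds plus 3 SD, cutoff set per campaign, cut at about 5.5% in these data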;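 further: 100% = MG132 at 30 µM as the positive control and 0% = DMSO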
# G6PDH CS = inhibits Leuconostoc G6PDH, flagging false hits in G6PDH-based assays; Purified L. mesenteroides G6PDH, diaphorase/resazurin coupled fluorescence, 45 min; inhibition, % at 5 µM; actives 0.12% (n = 200,000); AID 1020
# TLR4 MyD88 comp = inhibitors of human TLR4-MyD88 binding | O00206+Q99836 | HeLa CL3-4 TLR4/MyD88 BLA complementation, FRET ratio | AID 861 | actives 0.18% (n = 200,000) | inhibition, % at 8.4 µM; in the data active means inhibition above about 25%;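 further: 0% = vehicle and 100% = reference inhibitor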
# S1P3 antagonist = S1P3 (human) receptor antagonism. inhibition, % at 4.98 µM. actives 0.27% (n = 170,000). CHO S1P3 NFAT-BLA reporter, FRET fluorescence, antagonist mode;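 active means inhibition above the plate cutoff, the mean inhibition of test wells on that plate plus 3 SD, cut at about 28% in these data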;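 further: cells challenged with S1P at its EC80 of 0.8 µM; blue over green emission ratio from cleaved BLA substrate after 4 h stimulation; 0% = S1P-stimulated wells and 100% = unstimulated DMSO-only wells; some compounds past the cut are filed as inactive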
# Target sequence (Q99500 whole entry, looked up): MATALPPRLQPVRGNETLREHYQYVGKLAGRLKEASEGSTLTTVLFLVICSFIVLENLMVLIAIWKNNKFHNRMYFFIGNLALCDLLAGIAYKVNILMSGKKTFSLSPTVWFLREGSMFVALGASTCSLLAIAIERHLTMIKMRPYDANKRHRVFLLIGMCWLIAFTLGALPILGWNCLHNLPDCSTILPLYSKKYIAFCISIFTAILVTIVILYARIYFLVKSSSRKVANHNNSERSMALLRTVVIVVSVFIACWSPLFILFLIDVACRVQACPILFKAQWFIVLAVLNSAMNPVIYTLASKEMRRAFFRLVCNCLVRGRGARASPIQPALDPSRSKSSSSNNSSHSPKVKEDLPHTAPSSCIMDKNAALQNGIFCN
# RAM inhibit = inhibitors of the yeast RAM network; S. cerevisiae dse1pr::URA3 reporter, 5-FOA growth OD615, 2 d; analog-sensitive cbk1-as2 kinase mutant strain; actives 1.8% (n = 190,000); inhibition, % at 50 µM;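 active means inhibition above a set limit, 3 SD over mean compound inhibition, cut at about 8.4% in these data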;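 further: 0% = DMSO-only wells with no growth and 100% = 10 µM 1-NA-PP1 full growth; inhibition rescues growth on 5-FOA so higher OD means more RAM inhibition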
# PMI activator = increases human mannose-6-phosphate isomerase activity; purified human PMI, coupled resazurin fluorescence, 20 min; hits give high values; 1 = vehicle control, 0 substrate-free wells; AID 1214; actives 0.005% (n = 190,000); activation factor at 20 µM;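 active means activation factor of 2 or more at 20 µM, relative to plate controls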
# Active calls of the source: *; . = no result given. Unless noted, no stated cut-off is given here; in the data, active means inhibition above about 50%; inactive means the rest. This is a random part of the collection; 12% or so of the library scored in one or more.
structure,Diaph act CS,L major viab,Diaphorase inh,PMI act satM6P,Redox H2O2 prof,Hsp70 act,G6PDH CS,TLR4 MyD88 comp,S1P3 antagonist,RAM inhibit,PMI activator
COc1ccc(S(=O)(=O)N2CCC(c3cc(-c4cccc5ccccc45)n[nH]3)CC2)cc1,1,27,-2,1.1,2.9,-0.4,2,8,.,4.6,1
CC(=O)NC(C)C12CC3CC(CC(CC(=O)O)(C3)C1)C2 (stereo unspecified),1,-9,-3,0.9,4.0,-0.1,4,-1,-12,1.3,1
O=C(CCN1C(=O)C2C3C=CC(C3)C2C1=O)Nc1ccc(F)cc1 (stereo unspecified),0.9,-1,10,0.9,0.2,-0.3,0,-5,-4,0.7,0.8
Cn1cnc2c(=O)[nH]cc([N+](=O)[O-])c21,0.9,-5,14,0.6,-0.5,-0.3,2,-6,-10,0.9,0.9
CCCCSc1nc2[nH]ncc2c(=O)[nH]1,0.9,0,10,1,-0.3,-0.5,4,-3,-5,1.7,1
CCOC(=O)c1c(C)nc2c(c(SC)nn2-c2ccccc2)c1N,0.9,3,6,0.9,-4.0,0.0,7,3,.,4.4,1.1
Cc1ccc(S(=O)(=O)NCCC(=O)NCc2ccc3c(c2)OCO3)cc1C,0.8,-7,21,0.9,1.1,-0.2,-2,-5,13,-0.8,0.9
Cc1cc(C)cc(NC(=S)/C(=C(\[O-])c2ccc(Cl)s2)[n+]2cccc(C)c2)c1,0.9,-4,12,0.5,0.0,0.0,4,2,13,0.4,0.9
Cc1ccc(NC=C(S(=O)(=O)c2ccccc2)S(=O)(=O)c2ccccc2)cc1,0.9,11,12,1,0.5,-0.3,22,-2,-5,0.2,0.9
Clc1cccc(Cl)c1-c1nnc2cccc(Cl)n12,0.9,-2,11,1.1,10,-0.4,7,2,.,1.0,1.1
Cc1cc2c(OCC(O)CNC(C)(C)C)cccc2[nH]1 (stereo unspecified),0.9,-2,8,0.9,-1.1,0.7,6,-1,.,0.1,0.9
CCOC(=O)c1csc(NC(=O)CSc2nnnn2-c2ccc(OCC)cc2)n1,0.9,-3,12,1,0.9,-0.1,4,2,-20,1.1,1
COCc1cc(C)nc(SCC(=O)Nc2cccc(C)c2)c1C#N,1.2,-5,-16,1.1,-2.7,-0.2,11,-6,-6,7.7,1.1
Nc1nnc(SCC(=O)OCC(=O)c2ccccc2)s1,1,-9,0,1.1,-0.2,0.0,2,10,-19,0.8,1.1
CCCCCN(C(=O)NC(=O)Nc1ccccc1C)S(C)(=O)=O,0.9,-3,14,1,0.0,-0.1,0,3,6,2.0,1
C[C@@H](C(=O)Nc1ccc2ccccc2c1)[C@H]1C[C@]1(C)[C@H](NC(=O)c1cccnc1)c1ccccc1,0.8,25,15,0.9,0.8,-0.5,17,-1,8,3.3,1
O=C(COC(=O)c1ccc[nH]c1=O)NCC1CCCO1 (stereo unspecified),1,-2,1,1,0.9,0.1,-1,-11,-6,0.7,1
COc1cc(OC)cc(C(=O)N[C@H](C(=O)NC23CC4CC(CC(C4)C2)C3)C(C)C)c1,0.9,64*,13,1,0.2,-0.4,-5,-3,.,6.3,0.9
COc1ccc(N2CC(C(=O)Nc3nnc(SCC(=O)NC(C)(C)C)s3)CC2=O)cc1 (stereo unspecified),0.8,-9,16,0.9,-0.3,-0.2,1,-2,-2,0.5,1
Cc1nn(C)cc1CNC(=O)/C=C/c1cnn(C)c1,1,-9,4,1.1,-0.2,-0.6,10,-12,-1,0.1,1.1
CCC(CC)NC(=O)COC(=O)c1cccc(C)c1O,0.8,-2,21,1,0.2,-0.1,4,12,.,1.4,1
O=C1CCCC2=C1C(c1ccccc1)C1C(=O)c3ccccc3C1=N2 (stereo unspecified),0.8,62*,20,1.1,-0.4,-0.3,13,-8,-14,3.9,1
COc1cccc(C(=O)N2CCN(S(C)(=O)=O)CC2)c1,0.9,-2,9,1,0.1,0.1,8,-2,.,0.9,1
CC1CN(c2nnc(NC(=O)c3ccccc3)s2)CC(C)O1 (stereo unspecified),0.9,-10,5,1,-0.3,0.1,-2,-16,8,3.1,1
CCc1nc2c(sc3nc4c(cc32)COC(C)(C)C4)c(=O)n1Cc1ccco1,0.9,19,13,1.2,-0.6,-0.3,7,-5,-3,-0.1,1
CCN(CC)CCCN1CC(O)=C(c2nc3ccccc3s2)C1=N,0.9,0,5,1,0.2,0.9,0,4,.,1.0,1
O=C(Cc1ccccc1)N1CCN=C1SCc1ccc([N+](=O)[O-])cc1,0.8,93*,19,0.9,1.2,-0.5,-10,-11,2,0.6,0.9
N#C/C(=C\C=C\c1ccccc1)c1nc(-c2ccc3c(c2)OCO3)cs1,0.8,-6,19,1,0.7,-0.5,-2,-1,-21,1.0,0.9
COc1ccc(CNc2ccc3c(c2)nc(C)n3C)cc1,0.9,0,13,0.7,2.6,0.3,4,5,-26,1.2,0.9
COc1ccccc1N(C)S(=O)(=O)c1ccc(C(=O)NCc2ccc3c(c2)OCO3)cc1,0.9,99*,10,1,0.2,0.3,3,6,10,5.7,1.1

# Filtered by structure: the entries above containing a cyano group.
structure,Diaph act CS,L major viab,Diaphorase inh,PMI act satM6P,Redox H2O2 prof,Hsp70 act,G6PDH CS,TLR4 MyD88 comp,S1P3 antagonist,RAM inhibit,PMI activator
COCc1cc(C)nc(SCC(=O)Nc2cccc(C)c2)c1C#N,1.2,-5,-16,1.1,-2.7,-0.2,11,-6,-6,7.7,1.1
N#C/C(=C\C=C\c1ccccc1)c1nc(-c2ccc3c(c2)OCO3)cs1,0.8,-6,19,1,0.7,-0.5,-2,-1,-21,1.0,0.9

# Remaining list, next part.
structure,Diaph act CS,L major viab,Diaphorase inh,PMI act satM6P,Redox H2O2 prof,Hsp70 act,G6PDH CS,TLR4 MyD88 comp,S1P3 antagonist,RAM inhibit,PMI activator
COc1ccc(OCC(=O)N/N=C(\CCC(=O)O)c2cccs2)cc1,1.1,-4,-6,1,-0.6,-0.2,0,-4,-4,2.4,1
CCOC(=O)N1CCN(c2c(NCCN3CCN(Cc4ccccc4)CC3)c(=O)c2=O)CC1,0.8,-5,22,0.9,-1.0,-0.5,3,3,-14,0.1,0.9
Cn1ncc2cc(NC(=S)NC(=O)c3ccccc3)ccc21,0.7,5,27,0.9,0.6,-0.2,3,1,.,-1.6,0.8
CC(C)Oc1ccc(N2CC(C(=O)Nc3ccccn3)CC2=O)cc1 (stereo unspecified),0.9,-6,9,1,-0.8,0.1,8,5,-5,-1.4,0.9
Clc1ccc(-c2nnc3sc(-c4ccc(Br)o4)nn23)c(Cl)c1,1,-5,0,1,0.6,-0.3,4,-11,12,2.5,1
CCOC(=O)CN1C(=O)C2Cc3ccccc3CN2C1=S (stereo unspecified),1.1,-9,-13,1.2,-4.8,-0.4,-3,-9,.,0.3,1.2
O=c1oc(-c2ccccc2Cl)nc2ccsc12,0.9,3,8,1,0.1,-0.1,1,2,.,0.5,0.9
CCOC(=O)CC(C#N)c1cn(C)c2ccccc12 (stereo unspecified),0.9,11,7,1,0.6,-0.2,9,6,.,1.6,0.9
CC(=O)N1CCN(S(=O)(=O)c2cccc(C(=O)Nc3nc4ccccc4[nH]3)c2)CC1,1,2,0,1,0.9,0.1,4,11,-9,7.2,1
CCCCNC(=O)CCCCn1c(=S)[nH]c2c([nH]c3ccc(OC)cc32)c1=O,1,-10,1,1,-2.5,-0.4,10,1,-21,3.5,1.1
CCOC(=O)c1c(NC(=O)CSc2nnc(CNc3ccc(F)cc3)o2)sc(C(C)=O)c1C,0.6,8,36,0.9,-0.3,-0.1,8,4,4,2.9,0.8
Cc1nc(C)n(CC(=O)N2CCCC(C(=O)c3ccc(Cl)cc3C)C2)n1 (stereo unspecified),0.8,2,22,0.9,1.2,1.9,13,-5,7,-0.4,1
Cn1c2c(c(=O)n(C)c1=O)C(NS(=O)(=O)c1ccc(Cl)cc1)(C(F)(F)F)C(=O)N2 (stereo unspecified),0.9,-5,9,1.1,-0.2,-0.1,5,11,.,3.0,1
CCc1ccc(CN2C(=O)CCC2(C)C(=O)NC2CCCC2)cc1 (stereo unspecified),0.9,-2,6,0.9,1.6,-0.1,18,-6,-12,1.9,0.9
CC(C)=CCN1CCN(Cc2ccc(Sc3nncn3C)o2)CC1CCO (stereo unspecified),1,-1,-3,1.1,-1.2,-0.1,2,3,-25,0.6,1.1
O=C(N/N=C\c1ccc(Cl)s1)c1cccs1,0.8,7,20,0.9,0.1,0.0,-2,9,.,0.9,0.9
COc1ccc(NC(=S)Nc2ccccc2SC)c(OC)c1,0.9,7,12,0.8,-0.2,0.4,7,-8,-18,2.7,0.9
Cc1c(Cl)c([N+](=O)[O-])nn1CCCC(=O)N1CCN(c2ccccc2)CC1,0.9,38,5,1.2,-3.7,-0.4,7,-4,.,0.9,1.1
N#CC1(Cc2ccccc2Cl)c2ccccc2C=CN1C(=O)c1ccccc1 (stereo unspecified),0.8,37,18,0.9,-0.3,-0.4,4,-1,.,6.2,0.9
CCCCOC(=O)c1ccc(Nc2ncnc3nc[nH]c23)cc1,0.9,-6,6,0.9,-1.3,-0.2,-14,6,1,0.5,0.9
CCC(C)(C)n1nnnc1CN(Cc1cc2cc(OC)c(OC)cc2[nH]c1=O)C1CCCC1,0.8,18,17,1.1,0.0,-0.2,8,13,6,1.1,0.9
CN1C(=O)C2(c3ccccc31)N(C)CC(c1ccccn1)C21SC(=S)N(Cc2ccco2)C1=O (stereo unspecified),0.9,100*,7,1,0.2,-0.4,2,-3,-9,3.0,0.9
COc1ccc(CNC(=O)COC(=O)/C=C/c2cccc(Br)c2)cc1OC,1,-5,-1,1,-2.1,-0.3,2,12,-6,3.5,1
Cc1ccc(-n2c(CNc3cccc(Cl)c3)n[nH]c2=S)cc1,0.9,-2,12,0.9,0.3,-0.3,6,-12,4,3.1,0.9
COc1ccc(C(=O)Nc2ccc(-c3nnn(CC(=O)N4CCN(C(=O)c5ccco5)CC4)n3)cc2)cc1,0.9,-2,8,1,0.3,-0.2,11,-2,-9,0.7,0.9
